PLC-gamma1 inh = PLC-gamma1 enzyme inhibitors, primary screen, biochemical, fluorescence, purified enzyme; AID 720700, 2013; 370,000 compounds, 0.84% hits; inhibition, % at 12.2 µM; fluorogenic substrate; in the data active = inhibition above about 9.5%
Tn7 DDE FP = inhibitors of Tn7 peptide binding to fibrin DD(E), primary screen, biochemical, fluorescence polarization, human fibrin, Tn7 probe; Fibrinogen beta chain (Homo sapiens), P02675; FP displacement of FITC-Tn7 peptide from fibrin DD(E); 0% = median of compound wells per plate; inhibition, % at 8.3 µM; 370,000 compounds, 0.13% hits;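 active = inhibition above the mean of compounds falling within the control limits plus 3 SD of them, cut at about 14% in these data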;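 note: 0% = plate median of compound wells and 100% = 10 µM Aha-Tn7 peptide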
Target sequence (P02675 whole entry, looked up): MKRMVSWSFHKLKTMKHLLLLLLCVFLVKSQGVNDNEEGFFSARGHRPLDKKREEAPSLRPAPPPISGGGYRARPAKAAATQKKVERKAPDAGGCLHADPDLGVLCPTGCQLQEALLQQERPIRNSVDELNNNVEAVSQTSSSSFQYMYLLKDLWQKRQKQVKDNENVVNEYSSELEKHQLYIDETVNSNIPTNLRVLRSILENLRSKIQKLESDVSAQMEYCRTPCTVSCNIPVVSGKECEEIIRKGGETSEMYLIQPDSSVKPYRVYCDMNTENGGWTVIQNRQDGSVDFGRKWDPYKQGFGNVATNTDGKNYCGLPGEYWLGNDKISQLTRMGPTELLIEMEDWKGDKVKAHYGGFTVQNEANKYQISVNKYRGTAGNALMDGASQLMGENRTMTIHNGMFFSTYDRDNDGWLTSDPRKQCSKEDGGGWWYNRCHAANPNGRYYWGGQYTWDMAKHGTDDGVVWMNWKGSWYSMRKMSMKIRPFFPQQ
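Measure: % inhibition scaled between sample-field median and high-control FP; Test system: human fibrin DD(E); Quantity: 2 µM final DD(E) protein; Doses: one dose, 8.3 µM nominal; Schedule: compound with protein 10 min, then 3 h after probe, room temperature; Detection: fluorescence polarization; Medium: Tris buffer with calcium and detergent, pH 7.8.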
Rev-erbA mod = modulators of Rev-erb alpha DNA binding, primary screen, biochemical, FITC-DNA, fluorescence polarization, uHTS; activity, % at 10 µM; AID 1259318, 2017; Rev-erbα–FITC-DNA binding, 90 min; 370,000 compounds, 0.79% hits; Nuclear receptor subfamily 1 group D member 1 (Homo sapiens), P20393;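 active = activity above about 14%, limit read from the data; passing the limit was not always enough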;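 note: 0% = DMSO wells with 35 nM protein and 100% = DMSO wells with 750 nM protein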
ARFGAP1 inhibitor = inhibitors of rat ARFGAP1 GAP activity, primary screen, biochemical, fluorescence polarization, GDP tracer; ADP-ribosylation factor GTPase-activating protein 1 (Rattus norvegicus), Q62848; inhibition, % at 16.5 µM; 360,000 compounds, 0.26% hits; Arfgap1-stimulated ARF1 GTP hydrolysis, GDP FP detection; AID 651572, 2012;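 active = inhibition above a per-plate limit, mean inhibition of low control wells plus 3 SD, cut at about 25% in these data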;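 note: 0% = DMSO wells with enzyme and 100% = wells lacking Arfgap1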
Target sequence (Q62848 1-136 limits assumed): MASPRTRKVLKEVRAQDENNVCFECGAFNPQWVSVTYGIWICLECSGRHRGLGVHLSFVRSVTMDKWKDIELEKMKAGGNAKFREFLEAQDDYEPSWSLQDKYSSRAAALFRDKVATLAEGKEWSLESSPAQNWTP
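Material: rat Arfgap1 catalytic domain, aa 1-136; also added: human ARF1(Δ1-17)-GTP substrate; compound dosing: one concentration, 16.5 µM, DMSO 1.26%; incubation: GTP hydrolysis reaction 2 h at 25 °C; measured by: Tracer-displacement fluorescence polarization with EDTA stop, 620/688 nm; evaluation: % inhibition from polarization; repeats: one replicate per compound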
PLC-beta3 inh = human PLC-beta3 inhibitors, primary screen, biochemical, fluorescence | 1-phosphatidylinositol 4,5-bisphosphate phosphodiesterase beta-3 (Homo sapiens), Q01970 | Purified PLC-beta3, fluorogenic substrate | inhibition, % at 12.2 µM | 370,000 compounds, 0.18% hits | AID 720704, 2013; in the data active = inhibition above about 11%;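 note: 0% = median of compound wells on plate and 100% = full blocker control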
ASAP1 GAP inh = inhibitors of human ASAP1 ArfGAP activity, primary screen, biochemical, fluorescence polarization; ASAP1-stimulated ARF1 GTP hydrolysis, GDP FP detection; inhibition, % at 16.5 µM; 360,000 compounds, 0.19% hits; AID 624377, 2012; in the data active = inhibition above about 25%;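 note: 0% = vehicle with enzyme and substrate and 100% = no enzyme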
Tn6 DDE FP = inhibitors of Tn6 peptide binding to fibrin DD(E), primary screen, biochemical, fluorescence polarization, human fibrin, Tn6 probe; Fibrinogen beta chain (Homo sapiens), P02675; Fibrin DD(E) TRITC-Tn6 fluorescence polarization displacement; inhibition, % at 8.3 µM; 370,000 compounds, 0.21% hits;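 active = inhibition above a per-campaign cutoff: mean of compounds within control limits plus 3 SD, cut at about 15% in these data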;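 note: 0% = median of all compound wells on the plate and 100% = blocking peptide control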
sPLA2-III inh = human group III sPLA2 inhibitors, primary screen, biochemical, QFRET, BODIPY PC-A2 liposome substrate; Group 3 secretory phospholipase A2 (Homo sapiens), Q9NZ20; QFRET BODIPY PC-A2 liposome hydrolysis, fluorescence; inhibition, % at 12.2 µM; 370,000 compounds, 0.56% hits; AID 743126, 2013;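 active = inhibition above mean plus 3 SD of compounds lying within the high and low control bounds, cut at about 19% in these data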;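 note: 0% = median of test compound wells and 100% = no enzyme DMSO wells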
proKLK7 act = proKLK7 zymogen activators, primary screen, biochemical, fluorescence intensity; purified proKLK7, EDANS-DABCYL substrate fluorescence; 100% is mature enzyme control, 0% vehicle; activation, % at 7 µM; Kallikrein-7 (Homo sapiens), P49862; 370,000 compounds, 0.9% hits;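 active = activation above the mean of all tested compounds plus 3 SD, computed per campaign excluding outliers beyond control limits, cut at about 13% in these data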
Target sequence (P49862 whole entry, looked up): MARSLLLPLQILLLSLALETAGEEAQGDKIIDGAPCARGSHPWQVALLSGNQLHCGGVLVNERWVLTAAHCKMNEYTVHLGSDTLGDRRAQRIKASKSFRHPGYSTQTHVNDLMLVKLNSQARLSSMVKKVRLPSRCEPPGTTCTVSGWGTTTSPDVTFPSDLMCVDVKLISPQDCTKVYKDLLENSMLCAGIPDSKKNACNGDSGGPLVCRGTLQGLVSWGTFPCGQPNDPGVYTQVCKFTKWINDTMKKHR
UHRF1 MBD2 ctr = UHRF1 methylated DNA binding inhibitors, primary screen, counter-screen for MBD2 inhibitor project, biochemical, TR-FRET, human UHRF1, single concentration. UHRF1 binding to methylated oligo. inhibition, % at 4.4 µM. 370,000 compounds, 0.75% hits. AID 687016, 2013; in the data active = inhibition above about 21%;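 note: UHRF1 SRA domain binding a hemimethylated CpG hairpin DNA probe; 0% = median of test compound wells and 100% = reference inhibitor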
* marks the source's active call; other numbers are inactive results; i = inactive; . = no result given; & = joins results of further samples.

Each structure is followed by: ASAP1 GAP inh	proKLK7 act	Tn7 DDE FP	Rev-erbA mod	PLC-gamma1 inh	Tn6 DDE FP	PLC-beta3 inh	UHRF1 MBD2 ctr	sPLA2-III inh	ARFGAP1 inhibitor
- N#Cc1cccc(OCCCN2CCC(C(O)(c3ccccc3)c3ccccc3)CC2)c1
→ 0	1.0	-8&1	5&-1	1&7	2&-5	1&7	0&4	-29&-21	0
- COC(=O)c1cc(OC)c(OC)cc1NC(=S)N1CCCCC1
→ 3	0.3	2	-1	-4	0	-2	-2	3	-4
- Cc1ccc(NC(=O)CSC(C)C(=O)OC(C)C(=O)NC2CCCCC2C)cc1 (stereo unspecified)
→ -11	-0.4	7	-5	2	0	-3	-2	1	-14
- CCc1ccc(C(O)c2ncc(-c3ccc4ccccc4c3)[nH]2)cc1 (stereo unspecified)
→ 4	-1.0	-3	7	-15	6	-27	1	-6	12
- COc1ccc(N2CCN(CC(=O)Nc3ncc(C)s3)CC2)cc1
→ -6	-0.8	11	-3	3	6	-3	-2	7	2
- Cc1cccc(CNC(=O)c2cc(S(=O)(=O)N3CCOCC3)cn2C)c1
→ 5	-0.3	4	0	5	3	-2	0	6	9
- COc1ccccc1C(=O)NCC(=O)OCC(=O)c1cccc2ccccc12
→ -9	0.2	-3	-5	1	-7	-3	-7	-9	9
- CN(C)CCC(=O)c1ccc(Cl)cc1
→ 0	-0.4	2	1	-1	-1	2	1	3	9
- Cc1ccccc1NC(=O)c1cccc2c1-c1ccccc1C2=O
→ .	0.2	-6	3	-2	-7	3	0	1	.
- O=C(NC(=S)N1CCN(Cc2ccccc2)CC1)c1ccccc1
→ -6	-0.5	-5	2	-3	-4	-2	3	19	2
- CC1CCC(C(C)C)C(OC(=O)CSc2nccc(=O)[nH]2)C1 (stereo unspecified)
→ -1	-0.1	6	5	1	8	-2	0	-10	-16
- CCN(CC)C(=O)CC(c1ccc(OC)cc1)c1c(O)cc(OC)cc1OC (stereo unspecified)
→ 7	0.7	3	-3	-2	-3	-1	1	-5	-3
- Cc1ccc(CC(=O)O/N=C(\N)c2ccccn2)cc1
→ -12	-0.7	-3	0	2	-1	-4	1	2	17
- C=CCOC(=O)C1=C[C@H](c2ccc(Br)cc2)C[C@H](OCc2ccc(CO)cc2)O1
→ 1	0.4	-1	1	-1	-3	-4	0	-6	7
- Cn1c(N)c(C(=O)c2ccc(Cl)cc2)c(=O)n(C)c1=O
→ 3	-0.3	6	-4	0	7	2	2	1	-2
- CC(=O)Nc1ccc(C(=O)COC(=O)c2cc(C)oc2C)c(F)c1
→ 9	0.0	1	-9	-9	1	-16	2	1	-3
- O=C(COC(=O)c1ccc[n+]([O-])c1)Nc1ccc(Cl)cc1[N+](=O)[O-]
→ 6	-0.2	-2	1	1	1	-4	-2	2	-4
- Fc1cccc(Cl)c1-c1nnc2ccc3ccccc3n12
→ 6	-0.8	0	1	-6	5	-8	17	-1	4
- O=C(NCCc1nc2ccccc2[nH]1)c1ccc(Cl)c([N+](=O)[O-])c1
→ 0	-0.8	6	6	7	-2	1	1	7	0
- COc1ccc(NCc2nc3ccccc3n2CCOc2ccccc2)cc1
→ 9	0.3	-3	2	-1	0	-5	-4	9	0

Continuation:
Each structure is followed by: ASAP1 GAP inh	proKLK7 act	Tn7 DDE FP	Rev-erbA mod	PLC-gamma1 inh	Tn6 DDE FP	PLC-beta3 inh	UHRF1 MBD2 ctr	sPLA2-III inh	ARFGAP1 inhibitor
- c1ccc(-c2[nH]ncc2CN2CCN(Cc3ccc4c(c3)OCO4)CC2)cc1
→ -4	0.6	4	0	2	5	-5	1	-10	-9
- O=C(OC1CCOC1=O)c1cc(-c2ccc(Br)cc2)nc2ccccc12 (stereo unspecified)
→ 6	0.5	-4	-2	6	0	-12	15	8	5
- CSc1n[nH]c(NCc2ccc(Cl)cc2)n1
→ -9	0.3	6	1	-2	0	5	0	1	10
- CCN(CC)CC(=O)Nc1c(C)cccc1C
→ -6&9&-4	0.0&-0.5&0.1	-7&-7&5	7&-8&-4&-3	2&-1&2	0&-2&0	0&3&0	1&-3&1	8&-2&11	-4&6&3
- CN1CCN(Cc2c(O)c(Cl)cc3c(-c4ccccc4)cc(=O)oc23)CC1
→ 7	17*	0	-7	i	-10	i	-4	-10	-9
- O=C(NCCc1ccccc1)C(=O)NCC1OCCN1S(=O)(=O)c1ccc(Br)cc1 (stereo unspecified)
→ -10	1.0	9	0	1	4	1	-2	-2	0
- Cc1ccc(/C=N/NC(=O)C2CCN(Cc3ccc(F)cc3Cl)CC2)o1
→ -1	0.4	-8	4	1	3	1	-4	-13	-2
- O=C(N1CCOCC1)C1(c2ccc(Cl)cc2)CCCC1
→ 1	1.0	6	-5	3	6	2	3	6	4
- N#C/C(C(=O)NCc1ccccc1)=C1/N=C(NC(=O)c2cccs2)c2ccccc21
→ 8	-0.4	-1	9	-1	4	-4	-6	1	-2
- COC(=O)c1c(-c2ccc(F)cc2)noc1N
→ -2	-0.2	0	5	4	-7	2	9	2	5
- CCOC(=O)c1ccc(NC(=O)c2c(NC(=O)CCC(=O)O)sc3c2CCCCC3)cc1
→ 5	0.1	2	1	-27	-1	-42	-2	-7	5
- Cc1ccc(S(=O)(=O)Nc2ccccc2C(N)=O)cc1
→ -14	-1.9	0	1	-19	5	-15	1	-9	-9
- C/C=C/C(=O)OCC(=O)Nc1c(Cl)cccc1Cl
→ 2	0.4	0	1	4	-5	3	-3	-1	3
- Cc1ccc(S(=O)(=O)N2CCN(c3c([N+](=O)[O-])cc(C(F)(F)F)cc3[N+](=O)[O-])CC2)cc1
→ -8	-0.9	6	0	1	3	7	0	-7	0
- COc1ccc(NC(=O)c2cc(OC)c(OC)cc2OC)c(S(=O)(=O)N2CCOCC2)c1
→ 12	-0.3	-1	2	2	0	-1	1	-3	6
- COc1cccc(-c2ccc(SCC(=O)NC3CCCCC3)nn2)c1
→ -3	-0.6	-2	-3	3	-3	-5	-1	-5	4
- CC(C)(C)OC(=O)N/N=C/c1ccc(Br)cc1
→ -5	-0.1	9	-1	3	4	-1	1	4	-2
- Cc1ccc(S(=O)(=O)NCC(=O)OC(C)C(=O)NCc2ccc3c(c2)OCO3)cc1 (stereo unspecified)
→ 4	-0.1	0	-3	4	-4	-3	1	8	1
- CCOc1cc(C(=O)N2CCN(c3ccc(C(C)=O)cc3)CC2)cc(OCC)c1OCC
→ -8	0.3	-1	5	-7	0	-13	2	-5	2
- O=C(CNC(=O)c1ccc(OC(F)F)cc1)NCC1CCCO1 (stereo unspecified)
→ -9	0.0	4	2	1	1	-5	2	7	0

A stretch from further up, as a working copy:
Each structure is followed by: ASAP1 GAP inh	proKLK7 act	Tn7 DDE FP	Rev-erbA mod	PLC-gamma1 inh	Tn6 DDE FP	PLC-beta3 inh	UHRF1 MBD2 ctr	sPLA2-III inh	ARFGAP1 inhibitor
- CCOc1cc(C(=O)N2CCN(c3ccc(C(C)=O)cc3)CC2)cc(OCC)c1OCC
→ -8	0.3	-1	5	-7	0	-13	2	-5	2
- O=C(CNC(=O)c1ccc(OC(F)F)cc1)NCC1CCCO1 (stereo unspecified)
→ -9	0.0	4	2	1	1	-5	2	7	0

Next section
Each structure is followed by: ASAP1 GAP inh	proKLK7 act	Tn7 DDE FP	Rev-erbA mod	PLC-gamma1 inh	Tn6 DDE FP	PLC-beta3 inh	UHRF1 MBD2 ctr	sPLA2-III inh	ARFGAP1 inhibitor
- O=C(COC(=O)C12CC3CC(CC(C3)C1)C2)NCc1ccccc1
→ -7	0.1	-2	-1	7	2	2	0	-1	-11
- CC(C)(C)c1ccc(SCCc2ccncc2)cc1
→ 1	0.5	-2	8	2	6	-4	0	-2	-6
- O=S(=O)(NCc1ccccc1)NCc1ccccc1F
→ -2	0.6	7	-1	0	3	3	-1	-1	-9
- CC(C)CNC(=O)c1cccc(NC(=O)CCc2ccccc2)c1
→ -9	0.1	0	-1	0	9	3	17	-3	-8
- N#Cc1c(N)nc2c(c1-c1ccco1)CCCCC2
→ -2	-1.7	-4	7	-180	-9	-262	-4	-2	5
- C=CCOc1ccc(C(=O)Nc2ncn[nH]2)cc1
→ -9	-0.1	-1	1	0	4	0	1	2	2
- CCOC1=C2[C@@H](CN(S(=O)(=O)c3ccccc3C)[C@H]2c2ccc(Cl)cc2)[C@H]2C(=O)NC(=O)[C@H]2C1
→ -1	0.2	-7	1	-2	-5	-3	-1	-47	-2
- CCC1(c2ccccc2)NC(=O)N(CC(=O)Nc2cccc(S(=O)(=O)N3CCCC3)c2)C1=O (stereo unspecified)
→ -6	-0.3	3	2	-1	-2	-1	-3	-9	-8
- CSc1ncnc2c1ncn2CCCNCc1ccco1
→ 4	-0.1	-7	1	2	-4	2	0	-3	9
- CCOC(=O)C1=C(C)NC2=C(C(=O)c3ccccc32)C1c1cccc2ccccc12 (stereo unspecified)
→ 10	-0.6	-5	2	-1	-4	-12	2	-6	10
- CCN(CC)CCCNc1nc(CN2CCOCC2)nc2sc3c(c12)CCC3
→ 5	-0.3	-1	4	-4	1	-10	1	8	3
